Source: PubChem (National Center for Advancing Translational Sciences (NCATS))
Glioma ERSR ind: ER stress response induction in glioma; U87-MG GRP78 promoter luciferase reporter, 16 h; Potency, µM, without a hit: at the highest dose activation, usual class: activators; 420,000 tested, 0.02% active; further: potency means the concentration at half of the fitted maximal effect; series mostly up to about 76 µM; % of control where 0% means no effect; nearly all actives have a fitted effect of over 35% in size
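Stably transfected U87-MG glioma cells carrying a GRP78-based luciferase sensor; 16 h compound incubation. Luminescence end-point read 10 min after Bright-Glo addition at room temperature.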
LDHA block: inhibitors of human lactate dehydrogenase A. activity change, % (values are at about 110 or 230 µM). purified LDHA, NADH/diaphorase-resazurin fluorescence; hits give low values. 480,000 tested, 0.15% active; in the data active means activity change below about -30%; inconclusive means mostly about -25% to -30%;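 further: plate controls were DMSO wells for no effect and wells without enzyme for full effect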
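LDH5 2 nM; NADH 0.06 mM, pyruvate 0.2 mM; 200 mM Tris pH 7.4, EDTA, Tween-20; 5 min RT. Detection: diaphorase 0.133 mg/mL + resazurin 37 µM, fluorescence ex540/em590 at 0 and 20 min; normalized to enzyme-free and DMSO wells.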
POLK inh: blocks human DNA polymerase kappa activity; Q9UBT6; purified Pol kappa, fluorescent DNA synthesis assay, 10 min; Potency, µM (top dose mostly 107 µM), for inactives: at the top dose activity, negative = inhibition, usual class: inhibitors; 400,000 tested, 0.53% active; AID 588579; further: potency means the concentration at half of the fitted maximal effect; on the % scale 0 is the no-effect control and ±100 the full control effect
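First, compounds were pin-transferred onto 10 nM Pol kappa. After 15 min at room temperature, substrate was added to 50 nM final. Fluorescence was then measured kinetically at 0 and 10 min.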
BLM helicase inh: Bloom syndrome helicase (human) inhibition | P54132 | recombinant BLM DNA unwinding, fluorescence dequenching | Potency, µM (series often up to 56.1 µM), for inactives: at the highest dose activity change, negative = inhibition, most hits filed as inhibitors | 350,000 tested, 0.2% active | AID 2528;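 further: potency means the concentration at half of the fitted maximal effect; plate controls were vehicle for no effect and no enzyme for full effect; nearly all actives have a fitted effect of over 35% in size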
Target sequence (P54132 whole entry, looked up): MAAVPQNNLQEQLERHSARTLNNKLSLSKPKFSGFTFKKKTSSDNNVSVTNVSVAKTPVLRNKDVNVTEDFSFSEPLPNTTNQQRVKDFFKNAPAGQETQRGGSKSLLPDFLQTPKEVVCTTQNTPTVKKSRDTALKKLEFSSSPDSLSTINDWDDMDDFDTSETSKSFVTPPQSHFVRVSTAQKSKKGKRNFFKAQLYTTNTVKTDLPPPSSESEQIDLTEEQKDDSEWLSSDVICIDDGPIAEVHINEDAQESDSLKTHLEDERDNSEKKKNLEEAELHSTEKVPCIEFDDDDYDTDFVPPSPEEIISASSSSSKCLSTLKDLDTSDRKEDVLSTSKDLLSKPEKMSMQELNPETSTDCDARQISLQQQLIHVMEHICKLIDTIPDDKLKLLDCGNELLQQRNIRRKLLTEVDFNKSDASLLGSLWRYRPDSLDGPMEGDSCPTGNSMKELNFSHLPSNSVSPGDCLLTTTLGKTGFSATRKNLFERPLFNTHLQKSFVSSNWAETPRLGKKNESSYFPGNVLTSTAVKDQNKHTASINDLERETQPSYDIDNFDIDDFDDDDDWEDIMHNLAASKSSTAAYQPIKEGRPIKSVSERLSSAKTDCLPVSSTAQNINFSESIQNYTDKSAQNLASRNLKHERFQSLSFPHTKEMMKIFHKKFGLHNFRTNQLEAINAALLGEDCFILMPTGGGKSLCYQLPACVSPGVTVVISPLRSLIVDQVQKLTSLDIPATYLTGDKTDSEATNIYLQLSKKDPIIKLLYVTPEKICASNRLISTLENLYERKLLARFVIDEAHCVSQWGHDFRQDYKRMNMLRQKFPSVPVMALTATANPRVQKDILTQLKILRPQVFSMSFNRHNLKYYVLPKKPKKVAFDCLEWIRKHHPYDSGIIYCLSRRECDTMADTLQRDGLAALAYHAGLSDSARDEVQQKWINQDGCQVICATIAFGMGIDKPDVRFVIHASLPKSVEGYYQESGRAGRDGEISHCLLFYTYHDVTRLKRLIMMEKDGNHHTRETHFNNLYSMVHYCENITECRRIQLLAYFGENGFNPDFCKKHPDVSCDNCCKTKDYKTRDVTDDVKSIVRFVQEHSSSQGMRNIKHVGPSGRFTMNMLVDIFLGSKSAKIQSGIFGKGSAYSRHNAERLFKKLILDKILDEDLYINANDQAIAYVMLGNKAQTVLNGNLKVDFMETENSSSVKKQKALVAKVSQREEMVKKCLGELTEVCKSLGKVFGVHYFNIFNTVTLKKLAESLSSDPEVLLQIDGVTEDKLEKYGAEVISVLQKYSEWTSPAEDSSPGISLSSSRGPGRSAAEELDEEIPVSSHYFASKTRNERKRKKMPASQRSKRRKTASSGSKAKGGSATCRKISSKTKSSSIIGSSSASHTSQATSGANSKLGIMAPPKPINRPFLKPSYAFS
POLI inh: inhibitors of human DNA polymerase iota. Potency, µM (titrated, usually from 115 µM), inactives show at the top dose activity, negative = inhibition, most hits filed as inhibitors. Q9UNA4. Pol iota fluorescent replication assay, 10 min. 390,000 tested, 1% active; further: potency means the concentration at half of the fitted maximal effect
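Pol iota at 10 nM preincubated 15 min with compounds at room temperature; reaction started with fluorescent substrate, 50 nM final. Fluorescence read kinetically at 0 and 10 min; buffer-only wells as negative control.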
POLH inh: inhibitors of human DNA polymerase eta; Q9Y253; recombinant Pol eta, fluorescent DNA replication assay; Potency, µM (series often up to 114 µM), without a hit: top-dose activity change, negative = inhibition, usual class: inhibitors; 390,000 tested, 1.2% active; further: potency means the concentration at half of the fitted maximal effect; on the % scale 0 is the no-effect control and ±100 the full control effect
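Fluorescent replication assay: 50 nM final substrate added after a 15 min room-temperature compound preincubation with 10 nM enzyme. Signal taken at 0 min and again at 10 min.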
Anesthetic bind: binds horse apoferritin like a general anesthetic; P02791; apoferritin/1-aminoanthracene competitive binding, fluorescence; Potency, µM (highest dose often 77.5 µM), for inactives: at the top dose activity change, negative = displacement, most hits filed as inhibitors; 350,000 tested, 0.074% active; further: potency means the concentration at half of the fitted maximal effect; on the % scale 0 is the no-effect control and ±100 the full control effect; nearly all actives have a fitted effect of over 20% in size
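Apoferritin-based anesthetic binding model; compound displacement of fluorescent 1-AMA measured as endpoint fluorescence after 10 minutes at room temperature, scaled to free-ligand and complex controls.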
APEX1 inh: inhibitors of human APE1 endonuclease | recombinant APE1, TAMRA/BHQ-2 abasic DNA cleavage fluorescence | Potency, µM (series often up to 65.8 µM), for inactives: top-dose activity change, negative = inhibition, most hits filed as inhibitors | 350,000 tested, 0.35% active | AID 2517;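 further: potency means the concentration at half of the fitted maximal effect; plate controls were vehicle for no effect and reference inhibitor for full effect; nearly all actives have a fitted effect of over 55% in size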
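0.75 nM APE1 + cpd, 15 min RT; start w/ 50 nM TAMRA/BHQ-2 THF-abasic dsDNA; kinetic fluor 525/598 nm ×3 reads @60 s; Δ(read3−read1); normalized to DMSO and NSC13755 control wells.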
Pol beta inh: DNA polymerase beta (human) inhibition | 340,000 tested, 1.3% active | P06746 | Pol beta primer extension/strand displacement, fluorescence kinetic | Potency, µM (titrated, usually from 114 µM), without a hit: top-dose activity change, negative = inhibition, actives largely listed as inhibitors; further: potency means the concentration at half of the fitted maximal effect; on the % scale 0 is the no-effect control and ±100 the full control effect
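Preincubation: enzyme (10 nM) with compound, 15 min, RT. Reaction: substrate added to 50 nM final. Reads: 0 and 10 min. Analysis: normalized, Hill fit.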
* = called active by the depositor; ? = inconclusive; · = not tested or not shown; & = joins results of further samples; [ ] = remark or other dose. Unless noted, the call rests on the fitted dose curve; in most records, active means well fitted curve in the direction sought with a large enough effect; inconclusive means small, poorly fitted or top-dose-only effect, or another doubt; inactive means no such curve, though single readings can be large; an effect the other way counts as inactive or inconclusive. An excerpt; count on the stated rates, not on these rows.

SMILES | Glioma ERSR ind | LDHA block | POLK inh | BLM helicase inh | POLI inh | POLH inh | Anesthetic bind | APEX1 inh | Pol beta inh
COCC(C)NC(=O)c1cccc([N+](=O)[O-])c1 (stereo unspecified) | -5% | -4 | 2% | 1% | 15% | -4% | -5% | 11% | -5%
Nc1c(Cl)ncnc1N/N=C/c1ccccn1 | 1% | 8 | -13% | -5% | 9% | -13% | -8% | 2% | -22%
CN1C(=O)C(O)(CC(=O)c2ccc(F)cc2)c2cc(Br)ccc21 (stereo unspecified) | 1% | -10 | -10% | 1% | -10% | -6% | 5% | 10% | 5%
COc1ccc(S(=O)(=O)N2CCCC(C(=O)NCC3CCCO3)C2)cc1OC (stereo unspecified) | -2% | -6 | -5% | -2% | 155%[activator] | -18% | -7% | 47%[activator] | -2%
Cc1csc2nc(COC(=O)c3ccc(Cl)c([N+](=O)[O-])c3)cc(=O)n12 | 2% | -6 | -2% | · | 41%[activator] | -9% | · | 6% | ·
Cc1ccc(NC(=O)C2(S(=O)(=O)c3ccc(Cl)cc3)CC2)cc1 | -2% | -1 | 8% | -7% | 47%[activator] | -19% | -3% | 11% | 0%
CC(/C=C/c1ccccc1)=N\NC(N)=S | 6% | -5 | -1% | -1% | 5% | -3% | ? | -5% | 2%
O=C1NC(=O)/C(=C\c2ccc(Sc3ccc(Cl)cc3)o2)N1 | -4% | 2 | -26% | -6% | ? | ? | 2% | -7% | 35µM*
O=C(CCc1nc(-c2ccccc2Cl)no1)Nc1cccnc1 | -5% | -5 | 10% | -1% | 112%[activator] | -20% | -4% | -19%[12.4 µM] | 14%
COc1ccccc1NS(=O)(=O)c1ccc(N2CCOCC2)c(NC(=O)c2ccco2)c1 | -1% | -1 | -12% | 0% | 104%[activator] | -6% | -14% | -4% | 12%
CC(C)Sc1ncc(Cl)c(C(=O)Nc2c(C(=O)Nc3ccccc3)oc3ccccc23)n1 | 0% | 1 | 2% | -2% | 20% | -16% | 2% | · | 10%
CCN(CC(=O)Nc1cc(Cl)ccc1C)C(=O)c1ccc2c(c1)NC(=O)C(C)S2 (stereo unspecified) | -2% | -2 | -2% | · | 35%[activator] | -20% | · | 15% | ·
CCOC(=O)N1CCN(C(=O)C2CCCN(S(C)(=O)=O)C2)CC1 (stereo unspecified) | -3% | -1 | -28% | 1% | 30% | -4% | -4% | -2% | -1%
CCSc1nnc(NC(=O)/C=C/c2ccc3c(c2)OCO3)s1 | · | · | · | -1% | · | · | 5% | -6% | 22%
Cc1ccccc1SCC(=O)NCCCn1ccnc1 | -7% | -5 | -1% | 4% | 55%[activator] | -3% | 0% | 2%[12.4 µM] | 0%
CCOC(=O)c1sc(N2C(=O)c3oc4ccccc4c(=O)c3C2c2ccc(C(C)(C)C)cc2)nc1C (stereo unspecified) | 2% | -2 | -3% | -1% | 2% | -6% | -12% | · | 11%
COc1ccc(S(=O)(=O)N(C)CC(=O)NCc2ccccc2)cc1OC | -3% | -6 | -22% | -4% | 23% | -3% | -3% | 54%[activator] | 17%
O=C(NCc1ccccc1)c1onc(CSc2ccc(F)cc2)c1C(=O)NCc1ccccc1 | -4% | 2 | -4% | · | 19% | -20% | · | · | ·
O=S(=O)(CC(O)COc1ccc(Br)cc1)c1ccccc1 (stereo unspecified) | -5% | 0 | -1% | -1% | 11% | -25% | -16% | -4% | -22%
CN1C(=O)c2ccc(C(=O)NCc3ccc4c(c3)OCO4)cc2C1=O | -2% | -2 | -8% | -3% | 11% | -9% | -1% | ? | 41%
CN(c1ccc(C(=O)N2CCN(c3ccccc3F)CC2)cc1)S(=O)(=O)c1ccccc1 | 0% | -4 | -2% | -6% | 31%[activator] | -11% | 2% | -14% | 37%
N/C(=N\c1nc(C(F)(F)F)cc(=O)[nH]1)Nc1ccc(Cl)cc1 | · | · | · | 5% | · | · | 3% | 6% | 4%
COc1cc2nc(SCC(=O)NCCc3ccccc3)n(Cc3ccco3)c(=O)c2cc1OC | -2% | 0 | -12% | -7% | -13% | -14% | -1% | -7% | -6%
COc1ccc(-c2nc(CS(=O)CC(=O)NCCCN3CCCC(C)C3)c(C)o2)cc1OC (stereo unspecified) | 0% | -1 | 13% | 3% | -18% | -11% | -3% | -6% | 7%

Single records, as listed above. Values in the order: Glioma ERSR ind	LDHA block	POLK inh	BLM helicase inh	POLI inh	POLH inh	Anesthetic bind	APEX1 inh	Pol beta inh
COc1cc2nc(SCC(=O)NCCc3ccccc3)n(Cc3ccco3)c(=O)c2cc1OC across the screens: -2%	0	-12%	-7%	-13%	-14%	-1%	-7%	-6%
CCOC(=O)c1sc(N2C(=O)c3oc4ccccc4c(=O)c3C2c2ccc(C(C)(C)C)cc2)nc1C (stereo unspecified) across the screens: 2%	-2	-3%	-1%	2%	-6%	-12%	·	11%

The results go on:
SMILES | Glioma ERSR ind | LDHA block | POLK inh | BLM helicase inh | POLI inh | POLH inh | Anesthetic bind | APEX1 inh | Pol beta inh
O=C(Cc1ccccc1F)NC1CCCN(Cc2ccc(Cl)cc2)C1 (stereo unspecified) | -5% | 1 | 13% | 0% | 4% | -8% | ? | -20% | -1%
CCN1CCN(c2ccc(S(=O)(=O)N3CCCCC3)cc2NC(=O)c2cccc(C)c2)CC1 | -3% | -4 | -20% | · | 26% | -19% | · | 0% | ·
CCOC(=O)N1CCN(C(=O)C(=O)NN)CC1 | -2% | -3 | -25% | -4% | 61%[activator] | 4% | -6% | -5% | -10%
Cc1ccc(CNC(=O)c2ccc3c(c2)N(Cc2cccc(C)c2)C(=O)CS3)cc1 | -4% | -2 | 1% | 2% | 9% | -2% | -16% | · | 28%
CC(=O)Nc1ccc(S(=O)(=O)Nc2ccc3c(c2)C(=O)OC3)cc1 | · | · | · | 4% | · | · | -4% | 1% | 1%
C[C@@H](/C=C\c1cccc(Oc2ccc(F)cc2)c1)N(O)C(N)=O | 2% | · | -10%[19.4 µM] | -10% | · | · | · | ? | ·
Cc1c(C(=O)NCCCN2CCOCC2)oc2c1C1(CCC2)SCCS1 | 2% | 5 | 1% | 0% | -18% | -9% | -2% | 5% | 0%
O=C(CSc1nc2[nH]ncc2c(=O)[nH]1)Nc1ccccc1C(F)(F)F | -2% | -11 | -4% | · | 32%[activator] | -16% | · | 1% | ·
CC(C)[C@H](NC(=O)[C@H](Cc1ccccc1)n1c(=O)[nH]c2ccccc2c1=O)C(=O)N1CCC[C@@H]1C(=O)O | -2% | -3 | 7% | 0% | 27% | -22% | -5% | -11% | 47%
Cc1cc(C)nc(N(C#N)CCOc2ccc(Cl)cc2)n1 | 4% | -1 | -10% | 1% | -9% | -2% | 2% | -5% | 13%
Cc1ccccc1NS(=O)(=O)c1ccc(C(=O)N2CCN(S(=O)(=O)c3ccccc3)CC2)cc1 | -3% | -3 | -4% | · | 21% | -23% | · | 5% | ·
CC1CCCN(Cc2c(C(=O)N3CCc4ccccc4C3)nc3ccc(Cl)cn23)C1 (stereo unspecified) | -3% | -3 | -10% | -5% | -13% | -7% | 6% | 13% | 13%
CCCCc1nnc(NC(=O)CN2C(=O)c3ccccc3C2=O)s1 | -3% | 2 | 3% | -4% | 8% | 2% | -8% | 7% | 6%
Cc1cc(=O)[nH]c(Cc2ccc(OC(C)C)cc2)n1 | -5% | -2 | -11%[60.1 µM] | -2% | 23% | -4% | -13% | 0% | 8%
CSc1ccc(S(=O)(=O)Nc2c(C)cccc2C)cc1 | -2% | -5 | -4% | -4% | 11% | -12% | 2% | -9% | -27%
Cc1cccc(NC(=S)Nc2ccc(Cl)c(Cl)c2)c1 | -4% | 1 | -2% | -10% | 26% | -16% | ? | 6% | -2%
Cc1cc(C)c(S(=O)(=O)c2ccccc2C)c(OCCO)n1 | -1% | -3 | -4% | 1% | 47%[activator] | -8% | -1% | -3% | 18%
Cc1onc(-c2c(Cl)cccc2Cl)c1C(=O)N1CCN(c2ccccc2F)CC1 | -1% | -10 | -9% | -1% | 15% | -9% | -14% | -12% | 19%
O=C(Cn1ccn(-c2ccc(F)c(F)c2)c(=O)c1=O)NCCc1ccccc1 | 1%&-4% | -3&-5&-9 | 0%&-9% | -2%&-14% | -10%&2% | ? | -1%&-4% | 4% | 0%&9%
O=C(CNC(=O)c1ccccc1F)NC1=NCCS1 | 1% | -1 | 3% | -4% | 28% | -8% | -5% | -4% | 48%
O=C(N/N=C/c1ccco1)Nc1ccccc1 | -3% | -5 | -8% | 3% | 130%[activator] | -7% | -8% | -4% | 2%[57.1 µM]
CCn1c2ccc(F)cc2c2nc3ccccc3nc21 | -6% | 0 | -12% | -5% | 24% | -3% | -14% | -9% | -1%
O=C(Cn1cc(SCc2ccc(F)cc2)c2ccccc21)N1CCCCC1 | 0% | 3 | -15% | -8% | 5% | -16% | 7% | · | -3%
Cc1cccc(NC(=O)C2CCN(C(=O)[C@@H]3Cc4ccccc4CN3)CC2)c1 | -2% | 1 | -3% | -1% | ? | -8% | -7% | 14% | -1%
O=C(O)C=C(Br)Br | -1% | -3 | -2% | -3% | -11% | -11% | -11% | 7% | 11%
CN(C)/C=C(\C#N)C(=O)Nc1ccccc1 | 8% | -4 | 0% | -1% | 7% | -20% | 0% | 2% | 32%
COc1cc(C(=O)NCC(c2cccs2)N2CCOCC2)cc(OC)c1OC (stereo unspecified) | -2% | -2 | 1% | · | -6% | -11% | · | 29% | ·
CCOC(=O)N1CCN(C(=O)Cc2ccc(-n3c(=S)[nH]c4ccccc4c3=O)cc2)CC1 | 2% | 1 | -9% | -1% | ? | -17% | -16% | -3% | 34%
COc1ccc(OC)c(/C=N/N(C)c2ccccc2)c1 | -5% | -4 | -9% | -7% | 0% | -7% | -2% | -1% | -1%
CSc1ncc(Cl)c(C(=O)Nc2ccccc2Cl)n1 | 0% | -3 | 1% | -1% | 9% | -14% | -3% | 6% | 13%
O=C(Nc1ccc(Cl)cc1)Nc1nnc(-c2ccncc2)s1 | -3% | -8&-9 | -3% | -7% | 13% | ? | -3% | 14% | -13%
CN(C)c1ccc(C(=O)OCC(=O)NCCNC(=O)COC(=O)c2ccc(N(C)C)cc2)cc1 | -6% | -4 | -5% | -1% | -14% | -12% | -5% | 4% | ?
